Screens from PubChem BioAssay.
CatS inh: human cathepsin S inhibition | P25774 | recombinant cathepsin S, AMC dipeptide fluorescence, pooled mixtures | inhibition, %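 (tested at 5 µM per compound within 10-compound mixtures)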 | 62,000 compounds, 0.06% hits; in the data active = inhibition above about 32%, passing the limit was not always enough;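 also: 0% = enzyme without compound and 100% = blank without enzyme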
Target sequence (P25774 115-331 limits assumed): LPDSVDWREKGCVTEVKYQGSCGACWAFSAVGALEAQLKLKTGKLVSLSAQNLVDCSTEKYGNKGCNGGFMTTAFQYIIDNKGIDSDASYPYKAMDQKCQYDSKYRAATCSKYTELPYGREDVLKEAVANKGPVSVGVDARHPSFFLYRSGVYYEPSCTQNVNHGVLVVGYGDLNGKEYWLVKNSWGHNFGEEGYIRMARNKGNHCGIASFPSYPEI
CatB inh: inhibitors of human cathepsin B. inhibition, %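 (tested at 10 µM)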. AID 453. purified cathepsin B, fluorogenic substrate, fluorescence. 63,000 compounds, 0.1% hits. P07858; in the data active = inhibition above about 21%;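 also: 0% = enzyme with no compound and 100% = no enzyme blank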
CatB mix inh: human cathepsin B inhibition by mixtures. P07858. Purified cathepsin B, AMC dipeptide fluorescence, compound mixtures. inhibition, %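 (ten-compound pools at 5 µM per compound and 50 µM total)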. 62,000 compounds, 0.06% hits. AID 488; in the data active = inhibition above about 22%, passing the limit was not always enough;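 also: 0% = enzyme without compound and 100% = no enzyme blank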
C1s block: blocks human complement C1s protease activity | purified C1s, fluorogenic AMC substrate, pooled mixtures | mean inhibition % of two 10-compound mixtures (stronger effect = higher value), % at 5 µM (by protocol) | 62,000 compounds, 0.16% hits | AID 538;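 active = inhibition above 20% in each of the two 10-compound mixture wells holding the compound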;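 also: 0% = enzyme wells lacking compound mixture and 100% = no-enzyme blank wells; some compounds called inactive have numbers as strong as hits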
FXIa mix inh: blocks human factor XIa in pooled compound mixtures; 62,000 compounds, 0.19% hits; P03951; inhibition, % at 5 µM; AID 680; purified FXIa, fluorogenic substrate;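 also: each value is inhibition by a whole ten-compound pool holding the compound; 0% = enzyme with no mixture and 100% = wells lacking enzyme; strong numbers were not always called active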
Target sequence (P03951 19-387 limits assumed): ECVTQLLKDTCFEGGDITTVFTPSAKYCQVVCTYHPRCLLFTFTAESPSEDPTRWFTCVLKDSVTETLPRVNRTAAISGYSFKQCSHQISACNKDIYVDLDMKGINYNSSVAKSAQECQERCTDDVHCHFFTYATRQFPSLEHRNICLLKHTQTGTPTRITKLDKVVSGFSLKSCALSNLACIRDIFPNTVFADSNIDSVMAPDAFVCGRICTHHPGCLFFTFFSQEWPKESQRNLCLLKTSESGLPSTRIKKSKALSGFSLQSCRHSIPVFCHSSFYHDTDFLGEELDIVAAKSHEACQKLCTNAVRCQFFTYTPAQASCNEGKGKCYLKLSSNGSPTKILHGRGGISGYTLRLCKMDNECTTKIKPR
Target sequence (P03951 388-625 limits assumed): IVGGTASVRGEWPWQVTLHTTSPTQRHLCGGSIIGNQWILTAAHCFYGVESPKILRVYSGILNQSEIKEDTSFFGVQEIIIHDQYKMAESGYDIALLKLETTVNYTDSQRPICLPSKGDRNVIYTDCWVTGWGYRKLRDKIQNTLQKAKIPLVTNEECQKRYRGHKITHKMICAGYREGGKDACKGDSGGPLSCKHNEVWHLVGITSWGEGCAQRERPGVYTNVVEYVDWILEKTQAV
FXIIa inh mix: blocks human factor XIIa in pooled compound mixtures; AID 684; 62,000 compounds, 0.2% hits; purified FXIIa, fluorogenic substrate; inhibition, % at 5 µM;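 also: 0% = enzyme without compound and 100% = no enzyme blank; some results filed as inactive read as strong as hits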
CatG inh: inhibitors of human cathepsin G | P08311 | purified enzyme, AMC-tetrapeptide fluorescence, pooled mixtures | inhibition, % at 5 µM (by protocol) | 62,000 compounds, 0.2% hits | AID 581;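 active = inhibition above 20% in each of the two mixture wells holding the compound; inactive = inhibition of 20% or less in either well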;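 also: 0% = enzyme control without mixture and 100% = blank lacking enzyme; strong numbers were not always called active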
A340 absorber: absorbance at 340 nm; compound absorbance at 340 nm, fold over control; fold change at 10 µM; 65,000 tested, under 10 active;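 active = at 10 µM dose, initial 340 nm absorbance at least 2 fold that of control wells; inactive = change under 2 fold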;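 also: initial absorbance extrapolated from kinetic A340 decline of NADH oxidation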
CatL inh: inhibitors of human cathepsin L; AID 460; P07711; 58,000 compounds, 0.17% hits; purified cathepsin L, fluorogenic substrate, fluorescence; inhibition, %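 (tested at 10 µM)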; in the data active = inhibition above about 45%;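 also: 0% = enzyme with no compound and 100% = no enzyme blank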
Target sequence (P07711 114-288 limits assumed): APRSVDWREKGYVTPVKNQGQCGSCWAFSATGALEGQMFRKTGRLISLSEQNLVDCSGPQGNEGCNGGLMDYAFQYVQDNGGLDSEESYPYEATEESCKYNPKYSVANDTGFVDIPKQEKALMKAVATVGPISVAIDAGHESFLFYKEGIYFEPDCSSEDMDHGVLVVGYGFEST
Target sequence (P07711 292-333 limits assumed): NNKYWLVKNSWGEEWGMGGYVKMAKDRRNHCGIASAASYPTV
* hit, by the source's call; · = no result given. Rule as the data show it, unless noted: active = inhibition above about 20% (passing the limit was not always enough); inactive = the rest. A portion of the library; count on the stated rates, not on these rows.

SMILES	CatS inh	CatB inh	CatB mix inh	C1s block	FXIa mix inh	FXIIa inh mix	CatG inh	A340 absorber	CatL inh
CCOC(=O)N1CCN(C(=O)CN(Cc2ccccc2)S(=O)(=O)c2ccc(OC)c(C)c2)CC1	8	10	5	-7	2	6	-1	0.99	8
O=C(NCc1ccco1)c1ccc(COCC(F)(F)C(F)F)cc1	-4	1	0	-2	5	14	-1	0.99	-2
Clc1ccc2nc(N3CCCCC3)sc2c1	14	5	4	-16	7	-16	-8	0.98	11
CC(C)NC(=O)C1CCN(Cc2cnn(-c3ccccc3)c2-n2cccc2)CC1	-5	-6	0	-4	1	10	4	1	16
CC(C)c1[nH]nc2c1C1(CCN(Cc3ccccc3)CC1)C(C#N)=C(N)O2	2	1	0	-4	5	8	-3	1	10
O=C(Nc1cc(=O)c2ccccc2o1)N1CCOCC1	4	0	2	1	2	4	-1	1.1	5
O=C(CN1CCOCC1)Nc1ccc(C2CCCCC2)cc1	6	2	-1	-9	-9	4	7	0.99	3
CCOC(=O)Cc1csc(NC(=O)CN(C)S(=O)(=O)c2ccc3c(c2)CCC(=O)N3)n1	1	-3	4	18	5	3	8	0.98	30
COC(=O)c1cc(NC(=O)CN2CCOCC2)cc(C(=O)OC)c1	1	-2	4	-2	3	-16	-1	1	-2
O=C(CCC(=O)OCC(=O)c1ccccc1)NC1CCCCC1	9	3	0	4	0	3	9	0.99	15
Cc1ccc(C)c(N2CCN(C(=O)CCCCn3c(=O)[nH]c4ccccc4c3=O)CC2)c1	14	4	5	9	7	0	9	1	29
Cc1ccccc1NC(=O)CSc1nc2c(c(-c3ccco3)c1C#N)CCCC2	-7	3	2	4	11	-13	-2	1.1	3
COCC(=O)Nc1nnc(C2CCCCC2)s1	-4	12	2	2	7	3	4	1	-5
COC(=O)c1sc(Nc2ccccc2)nc1C	7	4	5	11	13	2	8	1.1	17
Cc1csc2nc(CSc3ccc(Cl)cc3)cn12	0	1	8	4	12	7	5	0.98	-4
COc1ccc(NC(C)=O)cc1NC(=O)CSc1nnc(-c2ccncc2)n1C	9	-1	3	10	2	1	10	1	·
Cc1cc(C)n(S(=O)(=O)c2cc(Cl)ccc2Cl)n1	1	·	1	9	9	4	6	0.99	4
CCn1c(=N)n(CC(O)COc2cccc(C)c2)c2ccccc21 (stereo not given)	5	4	2	-12	-2	1	-8	1	4
Cc1occc1-c1nnc2sc(-c3ccc(-c4ccc(Cl)cc4)o3)nn12	8	-2	2	-58	6	-21	-5	1	·
CCn1c(C(=O)NCc2ccccn2)cc2sccc21	-6	-4	8	-6	7	4	1	0.99	0
CCOC(=O)c1cc2c(=O)n3cccc(C)c3nc2n(CCCOC)c1=NC(=O)c1cccnc1	-11	2	0	-51	-7	-11	-1	1.1	-42
Cc1nc(SCC(=O)c2c(C)[nH]c3ccccc23)c2c(=O)n(C)c(=O)n(CC(C)C)c2n1	-5	1	0	-3	8	-5	9	1.1	-8
O=C(C1CCCN(S(=O)(=O)c2ccccc2)C1)N1CCCCCC1 (stereo not given)	-4	-4	3	2	5	-15	0	1.1	-9
CC1(C)C2CC=C(/C=N/n3cnnc3)C1C2 (stereo not given)	10	-4	-1	-4	-1	-12	1	1	18
O=c1oc(-c2cccs2)nc2sc3c(c12)CCCCC3	-2	0	3	18	9	4	14	1	·
(listing goes on)
SMILES	CatS inh	CatB inh	CatB mix inh	C1s block	FXIa mix inh	FXIIa inh mix	CatG inh	A340 absorber	CatL inh
O=C1CC(N2CCN(C/C=C/c3ccccc3)CC2)C(=O)N1CCc1ccccc1 (stereo not given)	6	1	4	-9	12	-8	8	1	16
COCCNC(=O)CN(C(=O)CCC(=O)Nc1ccccn1)c1ccc(F)cc1	-4	-2	0	-6	3	5	-5	0.99	2
O=S(=O)(c1ccc(-c2nnc(SCc3ccccc3)o2)cc1)N1CCCC1	·	6	52	14	1	16	12	1	6
Cc1ccc(-n2nc(C)c3c(C)c(CCC(=O)NCc4ccco4)c(C)nc32)cc1	14	-4	-5	-4	0	-16	1	1.1	5
CCOc1ccc(OCC)c(NC(=O)C2COc3ccccc3O2)c1 (stereo not given)	2	4	1	13	7	11	10	1.1	18
CCCn1c(SCC(=O)Nc2cc(C)on2)nc2c1c(=O)n(C)c(=O)n2C	32	2	3	-18	-5	-2	-4	0.99	0
Cc1c(C(=O)N2CCN(c3ccccn3)CC2)sc2ncnc(N3CCN(c4ccccc4)CC3)c12	-7	5	3	13	4	-1	7	1.1	3
COCCN(CC(=O)Nc1cccc(C)c1)S(=O)(=O)c1ccc(S(=O)(=O)N2CCCC2)cc1	-4	2	-5	-83	-14	30	-13	0.99	11
Cn1c(=O)c2c(nc(SCC(=O)O)n2Cc2cccc(C(F)(F)F)c2)n(C)c1=O	-23	-3	6	-1	7	8	1	1	-3
O=C(COc1cccc(NC(=O)c2ccco2)c1)c1ccccc1	-4	0	3	5	8	-16	8	1	-4
CC1CCN(c2c(NCc3ccc(C(=O)NCc4cccnc4)cc3)c(=O)c2=O)CC1	1	1	3	6	6	-13	9	1	·
CCCc1nc2ccccc2c(=O)n1NC(=O)c1c(O)c2ccccc2[nH]c1=O	5	3	4	-3	9	2	5	1	5
Cc1ccc2c(CC(=O)OC(C)C(=O)NCc3ccc4c(c3)OCO4)coc2c1 (stereo not given)	4	-1	0	7	3	10	3	0.99	19
CC(C)NS(=O)(=O)c1ccc(OCC(=O)Nc2ccc3c(c2)OCO3)c(Cl)c1	20	5	2	0	11	-2	-1	1	5
O=C1c2[nH]nc(-c3ccccc3O)c2C(c2ccc(F)cc2)N1CC1CCCO1 (stereo not given)	-1	0	1	-15	0	-9	-5	1	-17
COc1cccc(-c2nc(CS(=O)(=O)CC(=O)NCCCN3CCc4ccccc4C3)c(C)o2)c1	-5	-3	2	-1	5	9	-4	1	8
CCCCNc1nc(N(C)c2ccccc2)nc(-n2ccnc2)n1	-7	-5	5	-4	9	15	-1	0.99	1
O=c1c(O)c(-c2ccc3c(c2)OCO3)oc2ccccc12	19	1	9	-5	3	5	-1	1.1	-10
COc1ccc(Cl)c(S(=O)(=O)N2CCCC2)c1	5	3	1	-1	2	-18	1	0.99	-3
COC(=O)C1C(=O)NC(SC)=C(C#N)C1c1ccccc1 (stereo not given)	0	0	-6	5	3	6	11	1.1	7
COC(=O)C1=CN(CC2CCCO2)C=C(C(=O)OC)C1c1ccsc1 (stereo not given)	-2	-11	-1	-117	-8	8	-13	1.1	-88
Cc1cc(NS(=O)(=O)c2ccc(NC(=O)Nc3ccccc3)cc2)no1	8	2	5	-13	8	6	-3	1	·
Nc1cccc(NC(=O)c2cccs2)c1	13	3	4	-33	29	-1	9	1.1	-5
CCCCOC(=O)Nc1ccc(OC)cc1S(=O)(=O)N1CCOCC1	-3	4	1	-4	4	9	6	0.99	10
Cn1cccc1Cc1nnc(SCC(=O)Nc2ccc3c(c2)OCCO3)n1CCc1ccccc1	7	4	3	9	0	14	9	1	·
Next compounds follow:
SMILES	CatS inh	CatB inh	CatB mix inh	C1s block	FXIa mix inh	FXIIa inh mix	CatG inh	A340 absorber	CatL inh
O=C(Nc1nccs1)c1ccc(Cl)c(S(=O)(=O)N2CCOCC2)c1	-4	1	0	2	12	-1	-2	1	1
CN(CCNC(=O)c1ccc(/C=N/O)nc1)Cc1ccccc1	-1	2	5	47	8	8	9	1	6
O=C(CSc1ncnc2c1oc1ccccc12)Nc1cccc(Cl)c1	7	7	4	-13	3	-2	12	1.1	18
CCOC(=O)C1CCN(c2c(NCc3ccc(C(=O)NCCOC)cc3)c(=O)c2=O)CC1	1	1	0	-14	2	3	7	1	17
CN1CCCC(C(=O)C(C#N)c2ccccc2)C1 (stereo not given)	0	1	2	1	2	3	0	0.99	-2
FC(F)(F)c1cccc(OCCOCCn2cncn2)c1	-3	7	6	5	9	9	15	1.1	·
Cc1cccc(C(C)C)c1NC(=O)c1cccnc1	18	6	2	1	8	-2	-2	1	8
Cc1c(NC(=O)CN2C(=O)c3ccccc3C2=O)c(=O)n(-c2ccccc2)n1C	-3	4	0	-33	2	8	3	0.99	6
Cc1[nH]nc2ncc(C(=O)c3ccccc3O)cc12	24	8	10	-2	5	12	-3	1.1	-1
CCCCn1c(SCC(=O)N2CCCC2)nc2c1c(=O)n(C)c(=O)n2C	-4	0	6	17	6	1	17	1	0
COc1ccc(Cc2nc(-c3ccc(Br)cc3)no2)cc1	-7	1	4	3	0	6	-13	1.1	1
COc1ccc(NC(=O)CN2CCN(S(=O)(=O)c3ccc(Cl)cc3)CC2)cc1	0	-6	4	-31	0	-11	-1	0.99	-2
Cc1cc(=O)oc(C)c1C(=O)NCCCN1CCN(c2ccc(F)cc2)CC1	2	-2	3	-18	5	4	0	1.2	-4
Cc1nn(-c2ccccc2)c2sc(C(=O)NCCN3CCOCC3)cc12	0	-2	-1	-11	-1	2	7	0.97	-5
CCOC(=O)CCCCC(=O)c1[nH]c(=O)[nH]c1CSc1nc(C)cc(C)n1	-4	-1	-1	4	11	8	9	1	-3
O=C(O)C1CCCCC1C(=O)NCCc1ccccc1 (stereo not given)	31	8	41	3	9	-16	-3	1	16
CC(=O)Nc1cccc(NC(=O)CSc2nnnn2C(C)C)c1	11	-2	8	-34	8	6	1	0.98	-2
COc1cccc(-n2c(C)nc3c(cnn3-c3ccc(Cl)cc3)c2=O)c1	-3	1	0	3	9	6	1	0.97	2
CCCCOc1ccc(C(=O)Nc2cccc(C)n2)cc1	-9	3	-1	-23	-9	-24	2	0.98	-2
CCOC(=O)N1CCN(C(=O)C2CCN(C(=O)c3cc4sccc4n3CC)CC2)CC1	-1	5	5	8	6	-13	9	1	7
CCOC(=O)N1CCN(C(=O)CN(C2CCCCC2)S(=O)(=O)c2ccc(C)cc2)CC1	7	3	6	9	3	3	11	1	24
O=C1C(SC(F)(F)C(F)F)=C(C(F)(F)F)OC2C3C=CC(C3)C12 (stereo not given)	2	0	-1	2	4	-3	1	1	9
Cc1c(Nc2nc3ccccc3nc2N2CCN(c3ccccc3)CC2)c(=O)n(-c2ccccc2)n1C	16	9	6	12	8	-17	10	1.1	-2
CCc1nc2cc(Cl)c(Cl)cc2[nH]1	-3	1	2	-58	-3	5	2	1	20
COc1ccccc1NC(=O)CSc1nnc(C2CCCCC2)n1C	-8	-1	-4	-61	1	7	-14	1	1
(more compounds)
SMILES	CatS inh	CatB inh	CatB mix inh	C1s block	FXIa mix inh	FXIIa inh mix	CatG inh	A340 absorber	CatL inh
O=c1[nH]c2ccc(S(=O)(=O)NCc3ccccn3)cc2s1	-5	-6	5	2	6	-14	0	1	-7
COc1ccccc1N1CCN(Cc2ccc(OC)c3ccccc23)CC1	-3	1	-1	-11	6	-17	-3	1.1	-4
CC(=O)NC1CC2CCCC(C1)N2C(=O)Nc1ccc(Cl)c(C(F)(F)F)c1 (stereo not given)	13	-2	-4	-2	-8	4	4	0.98	12
COc1cc2ccccc2cc1-c1nnc(COc2ccccc2)o1	4	-2	0	2	8	14	5	1	·
CC1(C)CC(=O)C(=CN2CCN(C(=O)c3ccco3)CC2)C(=O)C1	-6	1	-8	-75	-14	0	-7	1	15
COc1cccc(CN2C(=O)C3(C(C#N)=C(N)OC4=C3C(=O)CCC4)c3ccccc32)c1 (stereo not given)	11	-5	23	5	13	19	20	1	12
COc1ccc2sc(N3C(=O)C4CC=C(C)CC4C3=O)nc2c1 (stereo not given)	14	3	-6	5	-3	0	7	0.99	13
Cc1cccc(NC(=O)c2oc3ccc(S(=O)(=O)N4CCOCC4)cc3c2C)c1C	-3	3	2	-62	-3	11	0	1	4
COc1ccc(C2C(C(=O)NCC3CCCO3)CCC(=O)N2c2ccc3c(c2)OCO3)cc1 (stereo not given)	0	-1	-4	-6	4	-17	-2	1.1	6

Exported with two lines to a compound: entries from further up.
Every second line gives: CatS inh, CatB inh, CatB mix inh, C1s block, FXIa mix inh, FXIIa inh mix, CatG inh, A340 absorber, CatL inh
- O=c1oc(-c2cccs2)nc2sc3c(c12)CCCCC3
→ -2, 0, 3, 18, 9, 4, 14, 1, ·
- O=C1CC(N2CCN(C/C=C/c3ccccc3)CC2)C(=O)N1CCc1ccccc1 (stereo not given)
→ 6, 1, 4, -9, 12, -8, 8, 1, 16
